# PRMT1 FP inh: PRMT1 methyltransferase inhibitors, primary screen, biochemical, fluorescence polarization; Protein arginine N-methyltransferase 1 (Homo sapiens), Q99873; recombinant PRMT1, activity-based probe fluorescence polarization; inhibition, % at 2.79 µM; 370,000 tested, 1.3% active; AID 652257, 2013;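 active = inhibition above about 21% made by adding two undisclosed values, limit read from the data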
# KLK7 zymogen act: proKLK7 zymogen activators, primary screen, biochemical, fluorescence intensity; Kallikrein-7 (Homo sapiens), P49862; purified proKLK7, EDANS-DABCYL substrate fluorescence; 100% is mature enzyme control, 0% vehicle; activation, % at 7 µM; 370,000 tested, 0.9% active; AID 652039, 2013;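 active = activation above the mean of all tested compounds plus 3 SD, computed per campaign excluding outliers beyond control limits, cut at about 13% in these data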
# Target sequence (P49862 whole entry, looked up): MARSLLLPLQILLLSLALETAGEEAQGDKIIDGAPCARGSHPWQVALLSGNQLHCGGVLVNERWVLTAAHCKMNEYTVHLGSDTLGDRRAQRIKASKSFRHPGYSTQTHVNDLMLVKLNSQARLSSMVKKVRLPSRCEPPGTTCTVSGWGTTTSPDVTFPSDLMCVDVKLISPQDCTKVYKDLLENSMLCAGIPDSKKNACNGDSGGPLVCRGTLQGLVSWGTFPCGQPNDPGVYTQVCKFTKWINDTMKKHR
# TCR-CD3 inh: inhibitors of human TCR-CD3 interaction, primary screen, biochemical, fluorescence, TAMRA-labeled TCR probe; T-cell receptor (TCR); inhibition, % at 9.4 µM; 360,000 tested, 0.37% active; AID 651800, 2012; in the data active = inhibition above about 19%;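 note: recombinant mutant TCR 2C K166C tagged with TAMRA read by polarization; 0% = receptor in buffer alone and 100% = receptor with positive control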
# UHRF1 MBD2 ctr: UHRF1 methylated DNA binding inhibitors, primary screen, counter-screen for MBD2 inhibitor project, biochemical, TR-FRET, human UHRF1, single concentration | inhibition, % at 4.4 µM | AID 687016, 2013 | 370,000 tested, 0.75% active | E3 ubiquitin-protein ligase UHRF1 (Homo sapiens), Q96T88 | UHRF1 binding to methylated oligo; in the data active = inhibition above about 21%;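 note: UHRF1 SRA domain binding a hemimethylated CpG hairpin DNA probe; 0% = median of test compound wells and 100% = reference inhibitor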
# LEDGF integ inh: blockers of LEDGF/p75-dependent integrase strand transfer – biochemical, TR-FRET, high throughput, primary screen; 370,000 tested, 0.64% active; inhibition, % at 3.7 µM; HIV-1 integrase (with human LEDGF/p75); TR-FRET IN-LEDGF/p75 DNA integration, Eu/Cy5;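 active = inhibition above the screen-wide mean plus 3 SD, cut at about 13% in these data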;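 note: signal is the Cy5 over europium emission ratio at 671 and 618 nm; 0% = plate median of compound wells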
# SIAE inh: human SIAE inhibitors, primary screen, biochemical, fluorescence polarization, FP-Rh probe, 1536-well HTS; Sialate O-acetylesterase (Homo sapiens), Q9HAT2; SIAE FP-Rh probe binding; inhibition, % at 9.66 µM; 370,000 tested, 0.69% active;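 active = inhibition above a cutoff: mean of compounds within the control limits plus 3 SD of those, cut at about 17% in these data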;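 note: 0% = plate median of compound wells and 100% = probe without SIAE protein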
# TDP2 inh: human TDP2 enzyme inhibitors, primary screen, biochemical, epi absorbance, recombinant enzyme; AID 720702, 2013; Tyrosyl-DNA phosphodiesterase 2 (Homo sapiens), O95551; 370,000 tested, 0.34% active; inhibition, % at 12.8 µM; T5PNP hydrolysis, p-nitrophenol absorbance 415 nm;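 active = inhibition above the mean of all tested compounds plus 3 SD, set per campaign, cut at about 25% in these data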;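 note: 0% = DMSO with enzyme and 100% = buffer with substrate but no TDP2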
#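 Incubation: 2 h at 37 °C; Test system: recombinant human TDP2; Quantity: enzyme 120 nM; Read-out basis: percent inhibition; Medium: 50 mM Tris-HCl pH 7.5 with Mg2+, KCl, DTT, BSA; Repeats: single replicate; Compound: 12.8 µM single point, 1% DMSO; Signal: epi absorbance; Reagent: 5 mM T5PNP chromogenic substrate; Benchmarks: no-enzyme high, DMSO-plus-enzyme low.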
# MBD2 DNA inh: inhibitors of MBD2 binding to methylated DNA, primary screen, biochemical, TR-FRET, DNA-binding domain, human; inhibition, % at 4.4 µM; AID 686964, 2013; MBD2 binding to methylated oligonucleotide; 370,000 tested, 0.31% active; Methyl-CpG-binding domain protein 2 (Homo sapiens), Q9UBB5; in the data active = inhibition above about 13%
# Target sequence (Q9UBB5 whole entry, looked up, the tested form may be a part): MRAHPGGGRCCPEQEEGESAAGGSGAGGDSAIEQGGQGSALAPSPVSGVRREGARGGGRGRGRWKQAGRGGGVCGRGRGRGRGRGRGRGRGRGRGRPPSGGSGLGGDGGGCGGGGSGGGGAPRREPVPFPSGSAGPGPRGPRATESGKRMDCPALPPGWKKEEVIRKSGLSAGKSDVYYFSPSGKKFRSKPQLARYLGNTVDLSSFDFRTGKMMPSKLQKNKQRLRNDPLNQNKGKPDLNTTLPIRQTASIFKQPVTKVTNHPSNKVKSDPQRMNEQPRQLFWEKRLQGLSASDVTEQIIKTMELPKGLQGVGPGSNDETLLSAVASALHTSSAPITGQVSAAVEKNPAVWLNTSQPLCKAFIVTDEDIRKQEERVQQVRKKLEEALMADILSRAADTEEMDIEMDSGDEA
# DDE Tn7 FP inh: inhibitors of Tn7 peptide binding to fibrin DD(E), primary screen, biochemical, fluorescence polarization, human fibrin, Tn7 probe. Fibrinogen beta chain (Homo sapiens), P02675. FP displacement of FITC-Tn7 peptide from fibrin DD(E); 0% = median of compound wells per plate. inhibition, % at 8.3 µM. 370,000 tested, 0.13% active;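 active = inhibition above the mean of compounds falling within the control limits plus 3 SD of them, cut at about 14% in these data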;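 note: 0% = plate median of compound wells and 100% = 10 µM Aha-Tn7 peptide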
#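 Assay system: Human fibrin DD(E) protein | Medium: Tris buffer with calcium and detergent, pH 7.8 | Reagent: 0.1 µM fluorescent Tn7 | Compound dosing: Single point at 8.3 µM | Times: 10 min preincubation, 3 h with tracer, room temperature | Detection: Fluorescence polarization of the labelled Tn7 tracer | Controls: Aha-Tn7 high control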
# Tn6 DDE FP: inhibitors of Tn6 peptide binding to fibrin DD(E), primary screen, biochemical, fluorescence polarization, human fibrin, Tn6 probe; Fibrinogen beta chain (Homo sapiens), P02675; Fibrin DD(E) TRITC-Tn6 fluorescence polarization displacement; inhibition, % at 8.3 µM; 370,000 tested, 0.21% active; AID 720509, 2013;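 active = inhibition above a per-campaign cutoff: mean of compounds within control limits plus 3 SD, cut at about 15% in these data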;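 note: 0% = median of all compound wells on the plate and 100% = blocking peptide control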
# Numbers without * were called inactive; . = no result given. Compounds as they come; about 4.6% have a hit in one of these screens.
SMILES,PRMT1 FP inh,KLK7 zymogen act,TCR-CD3 inh,UHRF1 MBD2 ctr,LEDGF integ inh,SIAE inh,TDP2 inh,MBD2 DNA inh,DDE Tn7 FP inh,Tn6 DDE FP
CC(=O)c1ccc(NC(=O)Nc2ccc3c(c2)nc(C)n3C)cc1,4,-0.4,5,-1,-1,0,1,2,-6,-4
O=C(Nc1ccccc1Cl)NC1(C(=O)N2CCC(O)CC2)CCCCC1,-3,0.0,-3,-3,-2,-7,-10,0,-2,-2
O=[N+]([O-])c1ccc(N2CCNCC2)cc1NCc1cccnc1,-1,0.4,-6,-8,-4,-2,-5,-7,3,-4
O=C(NCc1ccc2c(c1)OCO2)c1ccc(Br)cc1,0,-0.2,-7,-3,0,-8,7,-5,1,0
O=C1CC(C(=O)Nc2ccccc2)C2(CCCC2)O1 (configuration not stated),-1,0.1,1,0,3,-11,-2,2,4,3
Cc1ccnc(NC(=O)CCC2CCCCC2)c1,-1,0.5,7,-3,-1,8,3,-2,3,-2
Fc1ccc(C2=Nn3c(nnc3C3CCCCC3)SC2)cc1,3,-0.1,.,2,0,4,4,4,1,2
Cc1cc2nc(C3CCCN(C(=S)Nc4ccccc4)C3)[nH]c2cc1C (configuration not stated),-1,-0.3,-2,0,-3,0,1,1,4,1
CCOc1ncccc1C(=O)N1CCN(c2cc(Cl)ccc2C)CC1,-4,0.3,2,0,1,3,5,-1,-2,-6
CN1C(=O)CCC2(c3ccccc3)CC=C(O)C=C12 (configuration not stated),1,-0.3,-8,3,-7,2,-8,3,1,8
COc1ccc(N2CCN(C(=O)CS(=O)Cc3nc(-c4ccc(OC)c(OC)c4)oc3C)CC2)cc1 (configuration not stated),0,-0.2,-9,2,-3,8,2,8,-1,1
O=C(Nc1ccc2c(c1)CCCN2C(=O)c1ccccc1)c1ccccc1,-1,0.2,7,-2,0,-6,12,-3,-7,-4
Cc1cccc(C(=O)NCC(=O)OC(C)C(=O)Nc2ccc(Cl)cn2)c1 (configuration not stated),0,-0.4,-2,1,5,-8,-9,1,-9,-5
Cc1csc(SCC(=O)Nc2cc(F)ccc2C)n1,-1,0.0,-8,-2,0,0,-10,-3,-1,-8
O=C(CCNS(=O)(=O)c1cccs1)NCc1cccs1,2,0.2,2,0,0,4,0,-2,-4,2
CCOC(=O)c1[nH]c(C)c(C(=O)N2CCOCC2)c1C,3,-0.3,-1,-1,1,22*,1,0,1,-3
CCCN1C(=O)c2ccc(C(=O)NC3=NCCS3)cc2C1=O,0,0.6,-2,-1,2,16,1,-1,9,-2
CCOC(=O)C(O)(NC(=O)c1cccnc1)C(F)(F)F (configuration not stated),-1,-0.5,-5,-1,2,7,9,2,-1,-7
CCN(CC)C(=O)[C@H]1C[C@H](CC(=O)NCCc2ccccn2)C(=O)N2CCc3c([nH]c4cc(-c5ccco5)ccc34)[C@]12C,2,147*,-4,0,65*,4,-2,-3,-9,-8
CC(C)N(C(=O)Cn1c(SCC(=O)NCc2ccc3c(c2)OCO3)nc2ccccc21)C(C)C,-1,0.6,-2,-4,1,-1,11,1,-4,-1
Cc1ccc(NC(=O)c2sccc2C)cc1[N+](=O)[O-],1,-0.5,-10,3,-2,-12,-4,4,-1,6
COc1ccc(/C=C/C(=O)NCCCN2CCCCCC2)cc1,1,-0.4,7,-6,0,1,-9,-5,-5,4
COc1ccc(NC(=O)Nc2cccc3c2O[C@H](CN(C)C(=O)Nc2ccc4c(c2)OCO4)[C@@H](C)CN([C@H](C)CO)C3=O)cc1,2,0.8,5,-1,-1,8,-2,-1,10,-5
c1ccc(-c2nnc3n2N=C(c2ccc4c(c2)OCO4)CS3)nc1,-2,-0.1,-1,0,-1,-2,1,0,-4,5
Cc1cc(C)n(C(=O)c2cccc(S(=O)(=O)N3CCOCC3)c2)n1,-2,0.1,1,10,0,0,13,4,2,4
# (list continues)
SMILES,PRMT1 FP inh,KLK7 zymogen act,TCR-CD3 inh,UHRF1 MBD2 ctr,LEDGF integ inh,SIAE inh,TDP2 inh,MBD2 DNA inh,DDE Tn7 FP inh,Tn6 DDE FP
O=C(Nc1ncn[nH]1)c1cccc(S(=O)(=O)N2CCOCC2)c1,-4,-0.1,4,1,3,15,6,-1,1,1
Cc1ccccc1N=Nc1ccc(O)c2ncccc12,2,-0.1,5,-5,-2,10,4,-1,-5,-4
CC(OC(=O)CNS(=O)(=O)/C=C/c1ccccc1)C(=O)Nc1ccc(S(=O)(=O)N2CCCC2)cc1 (configuration not stated),2,0.3,-8,4,0,-5,0,1,1,1
O=C(NCc1cc(C(F)(F)F)cc(C(F)(F)F)c1)C1CC(c2cccc([N+](=O)[O-])c2)=NO1 (configuration not stated),-1,-0.4,-3,0,1,4,0,4,-5,-2
CC1(C)OC(c2ccccc2)=C/C(=C\C=N\NC(=O)c2ccncc2)O1,-2,0.1,-8,-4,0,9,-8,-1,-8,-5
COc1ccc(CN(C)C(=O)CCN=C2NS(=O)(=O)c3ccccc32)c(OC)c1,-1,-0.5,-7,-4,2,1,10,-1,-11,1
CCC(C)N(C(=O)COC(=O)c1cn(CC)c2nc(C)ccc2c1=O)C1CCS(=O)(=O)C1 (configuration not stated),-1,-0.2,-2,-2,0,1,1,0,-7,3
CCOc1ccc(CO[C@@H]2O[C@H](CO)[C@@H](O)[C@H](O)[C@H]2NC(C)=O)cc1OC,-7,0.1,0,-2,3,-4,-2,-5,1,3
C=CC[C@@H](CC(=O)N(CCO)Cc1ccccc1)C(=O)NCCOC(=O)[C@H](CC=C)CC(=O)OC(C)(C)C,0,-0.8,3,-3,-2,-3,-1,4,-4,-4
NCCc1ccn[nH]1,4,0.3,-2,4,1,5,2,2,-3,-1
O=C(Nc1ccc(-c2n[nH]c(=S)o2)cc1)c1ccccc1,3,0.4,-4,-4,-1,-4,10,1,9,-2
Cc1ccc(CNC(=O)c2cc(S(=O)(=O)N3CCCC3)cn2C)cc1,2,0.0,-5,-1,-2,0,-2,-1,-5,2
NC(=O)CN1CCOCCOCCN(CC(N)=O)CCOCCOCC1,0,-0.5,2,2,0,-6,3,1,-2,-3
Cc1ccc(NC(=O)CC2SC(=NCC3CCCO3)NC2=O)cc1Cl (configuration not stated),3,0.2,-4,1,-2,-2,-5,2,5,-5

# Ordered by length of the SMILES (rising): part of the list above
SMILES,PRMT1 FP inh,KLK7 zymogen act,TCR-CD3 inh,UHRF1 MBD2 ctr,LEDGF integ inh,SIAE inh,TDP2 inh,MBD2 DNA inh,DDE Tn7 FP inh,Tn6 DDE FP
NCCc1ccn[nH]1,4,0.3,-2,4,1,5,2,2,-3,-1
Cc1ccccc1N=Nc1ccc(O)c2ncccc12,2,-0.1,5,-5,-2,10,4,-1,-5,-4
NC(=O)CN1CCOCCOCCN(CC(N)=O)CCOCCOCC1,0,-0.5,2,2,0,-6,3,1,-2,-3
O=C(Nc1ncn[nH]1)c1cccc(S(=O)(=O)N2CCOCC2)c1,-4,-0.1,4,1,3,15,6,-1,1,1
Cc1ccc(CNC(=O)c2cc(S(=O)(=O)N3CCCC3)cn2C)cc1,2,0.0,-5,-1,-2,0,-2,-1,-5,2
COc1ccc(CN(C)C(=O)CCN=C2NS(=O)(=O)c3ccccc32)c(OC)c1,-1,-0.5,-7,-4,2,1,10,-1,-11,1
CCC(C)N(C(=O)COC(=O)c1cn(CC)c2nc(C)ccc2c1=O)C1CCS(=O)(=O)C1 (configuration not stated),-1,-0.2,-2,-2,0,1,1,0,-7,3
CC(OC(=O)CNS(=O)(=O)/C=C/c1ccccc1)C(=O)Nc1ccc(S(=O)(=O)N2CCCC2)cc1 (configuration not stated),2,0.3,-8,4,0,-5,0,1,1,1
O=C(NCc1cc(C(F)(F)F)cc(C(F)(F)F)c1)C1CC(c2cccc([N+](=O)[O-])c2)=NO1 (configuration not stated),-1,-0.4,-3,0,1,4,0,4,-5,-2
C=CC[C@@H](CC(=O)N(CCO)Cc1ccccc1)C(=O)NCCOC(=O)[C@H](CC=C)CC(=O)OC(C)(C)C,0,-0.8,3,-3,-2,-3,-1,4,-4,-4
